High-throughput results deposited in PubChem by National Center for Advancing Translational Sciences (NCATS).
UDG counterscr: Primary qHTS assay for inhibitors of Activation Induced Cytidine Deaminase (AID): UDG Counterscreen signal | Uracil-DNA glycosylase | FRET deamination/UDG coupled assay, UDG read, 4 h | Potency, µM (doses to about 115 µM), for the others: at the top dose activity change, negative = inhibition, hits mostly inhibitors | hit rate 0.14% among 91,000 | AID 1347430, 2020; further: nearly all actives have a fitted effect of over 65% in size
AID inhibitor: Primary qHTS assay for inhibitors of Activation Induced Cytidine Deaminase (AID): AID signal. AID deamination FRET fluorescence, UDG-coupled, 4 h. Single-stranded DNA cytosine deaminase (Homo sapiens), Q9GZX7. Potency, µM (doses to about 115 µM), for the others: at the top dose activity change, negative = inhibition, most hits filed as inhibitors. hit rate 0.32% among 91,000; further: nearly all actives have a fitted effect of over 25% in size
Target sequence (Q9GZX7 whole entry, looked up): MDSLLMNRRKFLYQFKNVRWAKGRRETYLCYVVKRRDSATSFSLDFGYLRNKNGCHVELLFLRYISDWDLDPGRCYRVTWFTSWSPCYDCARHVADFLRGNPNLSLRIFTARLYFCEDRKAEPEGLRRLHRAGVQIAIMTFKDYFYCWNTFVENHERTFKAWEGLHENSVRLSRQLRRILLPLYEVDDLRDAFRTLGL
* = called active by the depositor; ? = inconclusive; [ ] = another dose, or the depositor's remark. The call rests on the fitted dose curve; in most records, active means well fitted curve in the direction sought with a large enough effect; inconclusive means small, poorly fitted or top-dose-only effect, or another doubt; inactive means no such curve, though single readings can be large; an effect the other way counts as inactive or inconclusive. On the % scale 0 is the no-effect control and ±100 the full control effect; potency means the concentration at half of the fitted maximal effect. These rows are one share of the data (hit frequency here may not be typical).

smiles	AID inhibitor	UDG counterscr
COc1ccc(Cl)cc1NC(=O)C(=O)c1cn(CC(=O)N2CCOCC2)c2ccccc12	5%	2%
CCC1CN(C(=O)N2CCC(C(=O)NCCCc3ccccc3)CC2)c2ccccc2O1 (stereo not drawn)	13%	4%[57.5 µM]
COc1ccc(C)cc1-n1nnc(S(=O)(=O)c2ccc(C)cc2)c1C	?	?
COc1cccc(CNC(=O)c2ncoc2-c2cccs2)c1OC	-12%	2%
Cc1ccc(-n2ncc(C(=O)NCc3ccccn3)c2C2CCN(C(=O)OC(C)(C)C)CC2)c(C)c1	-18%	-14%
CCOc1ccc(C2=C(C(=O)CC)Sc3nncn3N2C(=O)CC)cc1	197%[activator]	-8%
CCOc1cc2[nH]c(=O)n(CCCC(=O)NCc3ccc(OC)cc3)c(=O)c2cc1OCC	-20%	-10%
Cc1ccc(CCNC(=O)c2cc3c(-c4ccccc4F)nn(C)c3s2)cc1	4%	2%
Cc1ncc(-c2ccc(S(=O)(=O)N3CCN(c4ccc(F)cc4)CC3)cc2)o1	0%	-2%
Cc1ccc(N2C(=O)c3n[nH]c(C)c3C2c2ccc(O)cc2)cc1 (stereo not drawn)	-3%	0%
CC(C)CCNC(=O)CN1C(=O)CSc2ccc(S(=O)(=O)N3CCCCC3)cc21	-12%	-19%
O=C(CCS(=O)(=O)c1cc(Br)cc2c1N(C(=O)C1CC1)CC2)NCc1ccccc1Cl	-14%	4%
O=C(COc1ccccc1)Nc1nnc(S(=O)(=O)Nc2ccccc2)s1	7%	2%
CNC(=O)c1ccc(-c2nc(CN3CCN(C(=O)Nc4cccc(OC)c4)CC3)c(C)o2)cc1	-7%	2%
Cc1cc(=O)oc2c(C)c(OC(C)C(=O)NCCCN(C)C)ccc12 (stereo not drawn)	-7%	1%
CCc1ccc(-c2csc(NC3OC(=O)c4c3ccc(OC)c4OC)n2)cc1 (stereo not drawn)	-16%	-10%
CCOC(=O)C1CCN(S(=O)(=O)c2cc(-c3onc(C)c3C)ccc2OC)CC1	?	0%
CCn1c(=O)n(CC(=O)NCC(=O)Nc2cccc(C)c2C)c2ccccc21	-1%	3%
Cn1c(=O)n(C)c2cc(N3CCCCC3)c(NC(=O)c3c(F)cccc3F)cc21	1%	-23%
Cc1ncc(-c2ccc(S(=O)(=O)Nc3cccc(Cl)c3C)cc2)o1	-3%	1%
C=CCSc1nc2c(c(=O)[nH]c(=O)n2C)n1CCCCC	-3%	-9%
Cc1ccc(N2C(=O)CSC23C(=O)N(CC(=O)NC2CCCCC2)c2ccccc23)cc1 (stereo not drawn)	8%	-1%
CCCCn1c(=O)n(CC(=O)NC(C)C(C)C)c(=O)c2c1ncn2Cc1ccco1 (stereo not drawn)	-5%	-9%
CC1CCCN(CCCNC(=O)CN2C(=O)CSc3ccc(S(=O)(=O)N4CCOCC4)cc32)C1 (stereo not drawn)	1%	6%
Cc1cccc(CCNC(=O)c2nn(C)c3c2CSc2ccccc2-3)c1	11%	1%[57.5 µM]
CCCC(=O)Nc1cccc(C(=O)NCCc2ccccc2)c1	8%	12%
CCn1cc(CCC(=O)NCc2ccc(C)cc2)c2ccccc21	-4%	-1%
CCCSc1nc2sc3c(c2c(=O)n1-c1cccc(Br)c1)CC(C)(C)OC3	7%	10%
Cc1cc2oc(C(=O)N3CCC(Cc4ccccc4)CC3)cc(=O)c2cc1C	-25%	-2%
CC(CCO)Nc1nc2c(c(=O)n(C)c(=O)n2C)n1Cc1ccc(Br)cc1 (stereo not drawn)	96%[activator][57.5 µM]	-11%[57.5 µM]
COc1ccc(OC)c(CNC(=O)Nc2cn(CC(C)C)c(=O)c3ccccc23)c1	100%[activator]	-4%
O=C(NCCCN1CCN(c2ccccc2F)CC1)c1ccc2nc(N3CCCCC3)sc2c1	?	-15%
Cc1ccc(C(C)NC(=O)C2CCCCC2)cc1C (stereo not drawn)	8%	16%
CCOc1ccc(-c2nnc(Nc3ccc(S(N)(=O)=O)cc3)c3ccccc23)cc1	21%[57.5 µM]	-4%[57.5 µM]
O=C(CC1C(=O)NCCN1C(=O)CN1CCN(C(=O)c2ccco2)CC1)Nc1ccc2c(c1)OCO2 (stereo not drawn)	15%	6%
COc1cccc(NC(=O)c2sc3nc4n(c(=O)c3c2C)CCC4)c1	?	26%
COc1cc(Cl)c(C)cc1NC(=O)c1nn(-c2ccc(C)cc2)c(=O)n(C)c1=O	-2%	2%
CC(NC1CCCc2ccccc21)C(=O)c1c[nH]c2ccccc12 (stereo not drawn)	6%	-9%
Cc1ccc(S(=O)(=O)Cc2ccc(C(=O)N3CCN(c4cccc(C)c4C)CC3)o2)cc1	?	-12%
O=C(CC(c1ccccc1)c1ccccc1)N1CCN(C/C=C/c2ccccc2)CC1	-13%	-3%

Next section, starting with the last 3 of the part before.
smiles	AID inhibitor	UDG counterscr
CC(NC1CCCc2ccccc21)C(=O)c1c[nH]c2ccccc12 (stereo not drawn)	6%	-9%
Cc1ccc(S(=O)(=O)Cc2ccc(C(=O)N3CCN(c4cccc(C)c4C)CC3)o2)cc1	?	-12%
O=C(CC(c1ccccc1)c1ccccc1)N1CCN(C/C=C/c2ccccc2)CC1	-13%	-3%
Cc1c(Cl)cccc1NC(=O)C1CCN(c2ncnc3c2nc2n3CCCCC2)CC1	19%	3%
CC(C)CC(=O)NC(C)C1CC2CCC1C2 (stereo not drawn)	-3%	-5%
Cc1oc(-c2cccc(Cl)c2)nc1CN1CCC(C(=O)NCCc2ccc(Cl)cc2)CC1	10%	-3%
COc1ccc(S(=O)(=O)Oc2ccc3cc(-c4ccc(OC)c(OC)c4)c(=O)oc3c2)cc1	-4%	-1%
Cc1ccc(CNC(=O)C2CCN(S(=O)(=O)c3c(C)noc3/C=C/c3cccs3)CC2)cc1	-6%	1%[57.5 µM]
COc1ccc(NC(=O)c2sc3nc[nH]c(=O)c3c2C)cc1OC	28%	-5%
CCc1cccc(C)c1Nc1c(-c2ccc(SC)cc2)nc2sccn12	9%	-2%
Cc1ccc(C(=O)CCN2CCC(c3ccccc3)C2)cc1 (stereo not drawn)	-16%	-10%
O=C1C=C(c2ccc(Cl)cc2)CC(c2ccccc2)C1 (stereo not drawn)	-26%	-18%
CCc1ccc(NC(=O)CSc2ccc3nnc(CCNS(=O)(=O)c4ccc(OC)cc4)n3n2)cc1	20%	0%
Cc1cc(C(=O)NCc2cccc(Br)c2)c2c(C)nn(-c3ccccc3)c2n1	7%	-5%
CNC(=O)COc1c(Cl)cc(Cl)c2ccc(C)nc12	38%[activator]	-2%
Cc1nn(CC(=O)NCc2ccc(OC(C)C)cc2)c(=O)c2c(C)n(-c3ccc(Cl)cc3)nc12	3%	1%
O=C(Nc1ccccc1)Nc1ccc(NC(=O)c2cc[n+]([O-])cc2)cc1	1%	1%
Cc1ccc(NC(=O)CSc2nccn2C2CCCC2)cc1	-14%	0%
CCC(C)Nc1nc2c(c(=O)[nH]c(=O)n2C)n1Cc1ccc(F)cc1 (stereo not drawn)	-1%	-6%
COc1ccc(CCNc2oc(COc3cccc(C)c3)nc2C#N)cc1OC	11%	-14%
Cc1ccc(CNC(=O)Cc2coc3cc(C)cc(C)c23)cc1	-24%	-1%
CC(=O)NCc1ccc(-c2csc(Nc3cccc(C)c3)n2)o1	4%	-1%
CCOC(=O)c1cnc2ccc(OC)cc2c1NCCc1ccccc1	-28%	-11%

Rewritten as labelled records: entries from further up
Cc1ccc(CNC(=O)Cc2coc3cc(C)cc(C)c23)cc1
  AID inhibitor = -24%	UDG counterscr = -1%
CC(=O)NCc1ccc(-c2csc(Nc3cccc(C)c3)n2)o1
  AID inhibitor = 4%	UDG counterscr = -1%
CCOC(=O)c1cnc2ccc(OC)cc2c1NCCc1ccccc1
  AID inhibitor = -28%	UDG counterscr = -11%

New compounds follow.
smiles	AID inhibitor	UDG counterscr
COc1ccc(-c2nc(C)c(CCNC(=O)C(=O)Nc3c(C)cccc3C)s2)cc1OC	-14%	2%
COc1cccc(N2CCN(C(=O)c3ccc(NC(=O)c4nsc5ccccc45)cc3)CC2)c1	-2%	-6%
CCCC1CCC(c2ccc(C(C)=O)cc2)CC1 (stereo not drawn)	-11%	-9%
COc1ccc(OC)c(CN2CCc3ccccc3C2)c1	6%	4%
CC(C)(C)c1ccc(/C=N/Nc2ccc(S(=O)(=O)Nc3ccccc3)cc2[N+](=O)[O-])cc1	-5%	-2%
COC(=O)c1ccc(-c2nc3cc(NC(C)=O)ccc3o2)cc1	-8%	-7%
N#Cc1nc(-c2ccc(OCc3ccc(Cl)cc3)cc2)oc1NCc1ccco1	-1%	2%
O=C(Nc1cccc(-c2nn3cnnc3s2)c1)c1ccccc1	-3%	5%
COc1ccccc1NC(=O)CN1C(=O)c2ccccc2Sc2ccc(C(=O)N3CCCC3)cc21	15%	-11%[57.5 µM]
CCOC(=O)c1c(C)[nH]c(C)c1S(=O)(=O)NCC(=O)Nc1cccc(Cl)c1	15%	-15%
CCOC(=O)c1noc2ncnc(Nc3ccc(C)c(F)c3)c12	5%	-2%
CCOC(=O)CNC(=O)Nc1cc(C(=O)NCc2cccc(F)c2)ccc1N1CCCC1	10%	7%
Cc1cc(S(=O)(=O)[C@H]2CS(=O)(=O)C[C@@H]2N2CCN(c3ccc(F)cc3)CC2)ccc1F	-6%	2%
O=S1(=O)c2ccccc2N(Cc2ccc(F)cc2)c2ccccc21	?	-17%
COc1cc(Cl)c(C)cc1NC(=O)c1cnn(-c2ccc(F)cc2F)c1C1CCN(C(=O)OC(C)(C)C)CC1	-15%	21%
CCc1cccc(NC(=O)CCc2c(C)nc3c(c2C)c(=O)n(C)c(=O)n3C)c1	3%	-5%
O=C(Nc1cccc(C(F)(F)F)c1)C1CC2CCC1C2 (stereo not drawn)	-9%	-18%
CCONC(=O)c1cc2ccc(C(C)(C)C)cc2[nH]1	-2%	2%
CC1=C(C(=O)Nc2ccccc2)C(c2cccs2)n2nc(SCc3ccccc3)nc2N1 (stereo not drawn)	-4%	17%
CC(C)c1ccc(NC(=O)CCCc2nc(-c3ccc(Cl)cc3)no2)cc1	0%	2%
CCCCc1c(C)nc2c(Cl)cccc2c1Cl	-2%	8%
CCn1c(COc2ccc(Cl)cc2)nnc1SCc1cc(C)ccc1C	-23%	-1%
Cc1c(Cl)cccc1NC(=O)CSc1nc(=O)n(CCN2CCOCC2)c2c1CCC2	-3%	0%
CCCCCCCNCCCCCCC	-2%	2%
CCOC(=O)c1cc(-c2ccc(F)cc2)n(CC(=O)NC2CCCCCC2)c1C	1%	-6%
COC(=O)COc1cc(C)cc2oc(=O)cc(-c3ccccc3)c12	-1%	1%
O=C(NCC1(c2ccccc2)CCC1)C12CC3CC(CC(C3)C1)C2	-11%	-1%
Cc1cc(-c2ccc(S(=O)(=O)Nc3ccc(Cl)cc3)cc2)on1	-7%	-4%
COc1ccc(Br)cc1S(=O)(=O)NCCN(C)C	-9%	-12%
O=C(Nc1nnc(Cc2c[nH]c3ccccc23)s1)C1CCCCC1	16%	10%
CCOC(=O)c1ccc(NC(=O)c2oc3ccc4c(c3c2C)C(=O)CC(C)(CC)O4)cc1 (stereo not drawn)	-9%	-1%
O=C(CCC1CCCC1)NCc1ccc(OCc2cccnc2)cc1	3%	-11%
O=C(OCc1ccc(F)cc1Cl)c1ccccc1Sc1ccc(C(F)(F)F)cc1[N+](=O)[O-]	-13%	-4%
CCOC(=O)c1sc2ccccc2c1S(=O)(=O)Nc1ccc(N(C)C)cc1	56%[activator]	33%[activator]
Cc1nc(COc2ccc(C(=O)N3CCc4ccccc43)cc2)no1	-3%	0%
Cc1ccc2c(COC(=O)CNC(=O)c3ccccc3)cc(=O)oc2c1	2%	-6%
O=C(NCCc1ccc(Cl)cc1)c1ccc(CS(=O)Cc2ccccc2Cl)o1 (stereo not drawn)	-18%	6%
COc1ccccc1NC(=O)c1sc2nc(C)c(C(=O)Nc3ccc(C)cc3C)c(-c3ccccc3Cl)c2c1N	10%	-6%
CCOC(=O)C1CCN(C(=O)c2ccc(-n3ccc4ccccc43)s2)CC1	-13%	-4%
Cn1c(=O)n(-c2ccc3c(c2)OCO3)c2nc(-c3ccccc3)nc(C(N)=O)c21	32%[activator]	-1%
Cc1nnc(SC(C)C(=O)c2c[nH]c3ccccc23)s1 (stereo not drawn)	-2%	5%
O=C(COC(=O)CCNS(=O)(=O)c1ccccc1)Nc1cc(Cl)ccc1Cl	-9%	1%
COCCNC(=O)CCSc1nc(-c2ccc3c(c2)OCO3)cc(C(F)(F)F)n1	8%	7%
CCCOCc1cc(CN2CCN(c3cccc(Cl)c3)CC2)c(O)c2ncccc12	0%	1%
CCOC(=O)c1cc(OC(=O)c2ccccc2Cl)n(-c2ccccc2)n1	10%	-5%
COc1ccc(OCCOC(=O)C2Cc3ccccc3C(=O)O2)cc1 (stereo not drawn)	-4%	-4%
CN(C)C(=O)CN(C)c1nc(-c2ccncc2)nc2ccccc12	5%	-3%
Cc1ccc(N2CC(NC(=O)c3ccccc3C(F)(F)F)CC2=O)cc1C (stereo not drawn)	4%	-6%
